Pol beta inh: DNA polymerase beta (human) inhibition. Potency, µM (highest dose often 114 µM), without a hit: at the highest dose activity change, negative = inhibition, usual class: inhibitors. hit rate 1.3% among 340,000. Pol beta primer extension/strand displacement, fluorescence kinetic. P06746; further: on the % scale 0 is the no-effect control and ±100 the full control effect
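Pol beta (10 nM) was preincubated with compound for 15 min at room temperature. The reaction was then started with 50 nM substrate and read immediately and after a further 10 min at room temperature.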
BAZ2B block: inhibitors of human BAZ2B bromodomain; AID 504333; Q9UIF8; hit rate 4.4% among 360,000; Potency, µM (doses to about 114 µM), for the others: at the highest dose activity change, negative = inhibition, usual class: inhibitors; AlphaScreen BAZ2B-H3K14Ac peptide displacement; further: on the % scale 0 is the no-effect control and ±100 the full control effect; nearly all actives have a fitted effect of over 60% in size
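BAZ2B 50 nM plus b-H3(5-23)K14Ac 50 nM, PBS pH 7.4/0.01% Tween-20, 30 min RT; compound added (max 110 uM), 30 min RT; streptavidin donor/Ni-chelate acceptor beads 10 ug/mL final, 20 min dark; AlphaScreen read.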
G9a inh: blocks human histone lysine methyltransferase G9a | Q96KQ7 | G9a H3K9 monomethylation, AlphaScreen, 2 h | Potency, µM (series often up to 102 µM), for the others: at the top dose activity, negative = inhibition, most hits filed as inhibitors | hit rate 8.8% among 350,000; further: on the % scale 0 is the no-effect control and ±100 the full control effect; nearly all actives have a fitted effect of over 75% in size
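Quantitative HTS format: methyltransferase activity on a biotin-tagged H3K9 peptide is measured by AlphaScreen, using a rabbit anti-monomethyl-H3K9 antibody with streptavidin donor and anti-IgG acceptor beads. Final levels are 20 nM enzyme, 500 nM peptide, 20 uM SAM; 2 h RT.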
POLI inh: blocks human DNA polymerase iota activity. Pol iota fluorescent replication assay, 10 min. Potency, µM (series often up to 115 µM), for inactives: at the top dose activity, negative = inhibition, hits mostly inhibitors. hit rate 1% among 390,000
Target sequence (Q9UNA4 whole entry, looked up): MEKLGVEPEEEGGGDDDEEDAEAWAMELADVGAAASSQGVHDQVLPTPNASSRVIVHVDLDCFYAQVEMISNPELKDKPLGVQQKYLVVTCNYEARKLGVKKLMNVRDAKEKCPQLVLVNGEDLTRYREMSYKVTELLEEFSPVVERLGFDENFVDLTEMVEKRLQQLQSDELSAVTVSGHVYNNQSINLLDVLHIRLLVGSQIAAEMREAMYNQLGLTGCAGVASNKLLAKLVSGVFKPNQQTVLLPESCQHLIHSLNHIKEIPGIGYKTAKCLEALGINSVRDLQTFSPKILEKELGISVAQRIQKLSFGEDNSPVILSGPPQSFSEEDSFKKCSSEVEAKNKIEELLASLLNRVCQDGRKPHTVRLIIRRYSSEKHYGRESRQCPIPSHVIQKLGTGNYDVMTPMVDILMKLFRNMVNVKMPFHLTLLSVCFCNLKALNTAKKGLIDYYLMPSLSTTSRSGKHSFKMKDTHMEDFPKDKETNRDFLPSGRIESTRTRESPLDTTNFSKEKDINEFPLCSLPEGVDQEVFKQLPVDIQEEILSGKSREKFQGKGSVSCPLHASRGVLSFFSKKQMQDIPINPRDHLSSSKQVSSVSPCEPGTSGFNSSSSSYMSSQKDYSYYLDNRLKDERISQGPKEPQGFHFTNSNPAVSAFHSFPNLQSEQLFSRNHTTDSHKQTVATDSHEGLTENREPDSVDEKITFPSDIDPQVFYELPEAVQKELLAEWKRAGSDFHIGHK
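Fluorescent replication assay read twice, at 0 min and 10 min after adding 50 nM (final) substrate. Enzyme (10 nM) and compounds were first incubated 15 min at room temperature; enzyme-free buffer wells were negative controls.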
POLK inh: inhibitors of human DNA polymerase kappa; Potency, µM (top dose mostly 107 µM), for the others: at the highest dose activity, negative = inhibition, actives largely listed as inhibitors; purified Pol kappa, fluorescent DNA synthesis assay, 10 min; hit rate 0.53% among 400,000; Q9UBT6; further: on the % scale 0 is the no-effect control and ±100 the full control effect
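Enzyme at 10 nM met test compounds for 15 min at room temperature. Substrate addition (50 nM final) began the reaction, which was monitored by fluorescence at 0 and 10 min.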
APE1 inh: blocks human APE1 abasic DNA cleavage; recombinant APE1, TAMRA/BHQ-2 abasic DNA cleavage fluorescence; Potency, µM (titrated, usually from 65.8 µM), inactives show at the highest dose activity change, negative = inhibition, most hits filed as inhibitors; hit rate 0.35% among 350,000; AID 2517;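 further: plate controls were vehicle for no effect and reference inhibitor for full effect; nearly all actives have a fitted effect of over 55% in size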
Target sequence (P27695 whole entry, looked up): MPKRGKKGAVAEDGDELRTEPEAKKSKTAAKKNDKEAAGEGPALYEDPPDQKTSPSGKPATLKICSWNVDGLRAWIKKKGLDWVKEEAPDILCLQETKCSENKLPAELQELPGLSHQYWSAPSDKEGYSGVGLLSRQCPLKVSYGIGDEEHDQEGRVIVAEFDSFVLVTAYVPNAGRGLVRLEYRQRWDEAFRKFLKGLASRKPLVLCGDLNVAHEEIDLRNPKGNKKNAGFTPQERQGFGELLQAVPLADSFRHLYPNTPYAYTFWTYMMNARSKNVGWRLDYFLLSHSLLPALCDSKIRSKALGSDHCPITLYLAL
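Endonuclease cleavage of a quenched abasic-site DNA duplex (50 nM) by APE1 (0.75 nM) was tracked by TAMRA dequenching. Compounds were preincubated with enzyme 15 min at room temperature; data normalized to buffer-only and DMSO wells plus NSC13755 control.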
POLH inh: inhibitors of human DNA polymerase eta; Q9Y253; recombinant Pol eta, fluorescent DNA replication assay; Potency, µM (series often up to 114 µM), inactives show at the highest dose activity change, negative = inhibition, most hits filed as inhibitors; hit rate 1.2% among 390,000; AID 588591; further: on the % scale 0 is the no-effect control and ±100 the full control effect
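Fluorescent replication assay: 50 nM final substrate added after a 15 min room-temperature compound preincubation with 10 nM enzyme. Signal taken at 0 min and again at 10 min.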
BLM helicase inh: blocks DNA unwinding by human BLM helicase; AID 2528; Potency, µM (series often up to 56.1 µM), for the others: at the top dose activity change, negative = inhibition, usual class: inhibitors; hit rate 0.2% among 350,000; recombinant BLM DNA unwinding, fluorescence dequenching;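 further: plate controls were vehicle for no effect and no enzyme for full effect; nearly all actives have a fitted effect of over 35% in size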
Apoferritin bind: candidate novel general anesthetic via apoferritin binding. hit rate 0.074% among 350,000. Potency, µM (titrated, usually from 77.5 µM), for inactives: top-dose activity change, negative = displacement, hits mostly inhibitors. P02791. apoferritin/1-aminoanthracene competitive binding, fluorescence; further: on the % scale 0 is the no-effect control and ±100 the full control effect; nearly all actives have a fitted effect of over 20% in size
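Probe: 1-aminoanthracene (50% saturated, PBS). Protein: horse-spleen apoferritin, 10 uM. Incubation: 10 min, room temperature. Detection: 380 nm excitation, 535 nm emission. Analysis: normalized response, four-parameter Hill.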
The depositor's hits bear a star; ? = inconclusive; . = not tested or not shown; & = joins results of further samples; [ ] = dose if it differs, or a comment. The call rests on the fitted dose curve; in most records, active means well fitted curve in the direction sought with a large enough effect; inconclusive means small, poorly fitted or top-dose-only effect, or another doubt; inactive means no such curve, though single readings can be large; an effect the other way counts as inactive or inconclusive. Potency means the concentration at half of the fitted maximal effect. This is a subset; rates above refer to the full screens.

SMILES	Pol beta inh	BAZ2B block	G9a inh	POLI inh	POLK inh	APE1 inh	POLH inh	BLM helicase inh	Apoferritin bind
CCOc1ccc(N(CC(=O)N2CCCC2)S(=O)(=O)c2c(C)noc2C)cc1	16%	6%	11%	-2%	-4%	-2%	-11%	2%	-5%
O=C(Nc1ccc(Cl)cc1)C1CCN(C(=O)c2ccco2)CC1	30%	0%	-4%	33%[activator]	7%	7%	-10%	1%	-4%
Cc1nn(Cc2c(Cl)cccc2Cl)c(C)c1NC(=O)c1sc2ccccc2c1Cl	-1%	-13%	-24%	27%	5%	-2%	-12%	-3%	-16%
CCc1ccc(-c2nn(-c3ccccc3)cc2CSC(=N)N)cc1	1%	-33%	8%[59 µM]	5%	-8%	-6%	-5%	1%	-7%
O=C(N/N=C/c1ccco1)c1cc(-c2ccccc2)n[nH]1	?	2%	-9%[59 µM]	-13%	-18%	-9%	?	-9%	5%
COc1ccccc1-c1sc2ccccc2c1C#CC1(O)CCCCC1	.	.	.	?	0%	-11%	-10%	.	.
CCOc1ccccc1N(CC(=O)NCCc1ccc(OC)c(OC)c1)S(=O)(=O)c1ccccc1	-1%	-11%	14%	90%[activator]	-2%	24%	-5%	-2%	-14%
CN(C)CCCNc1cn[nH]c(=O)c1Cl	-1%	9%	0%[12.7 µM]	-6%	1%	0%	-8%	-1%	-4%
CCOC(=O)C1(Cc2ccccc2C)CCCN(S(C)(=O)=O)C1 (centres undefined)	13%	4%	.	4%	-3%	13%	3%	3%	-2%
O=C(N/C(=C\c1ccc([N+](=O)[O-])cc1)C(=O)N1CCCCC1)c1ccccc1	85%	-6%	-11%[59 µM]	17%	-13%	-3%	-10%	-3%	-13%
Cc1nc(=O)c(-c2ccccc2)c(C)n1-c1ccc(Br)cc1	-9%	-1%	?	3%	16%	-2%	-3%	3%	-1%
O=C(C1CCCN(S(=O)(=O)c2cnc[nH]2)C1)N1CCN(c2ccc(Cl)cc2)CC1 (centres undefined)	1%	-3%	-9%[59 µM]	10%	-14%	15%	-11%	1%	3%
O=C(c1cccnc1NCc1ccccc1)N1CCOCC1	8%	7%	-30%[59 µM]	?	0%	4%	-16%	1%	4%
Cc1nc(N2CCCCC2)c2sc(=S)n(C)c2n1	-12%	6%	?	-17%	-2%	-3%	-4%	0%	-2%
CCCN1CCC(NC(=O)Nc2cccc3ccccc23)CC1	0%	0%	?	30%[activator]	-13%	-1%	-8%	-2%	-8%
O=C(N/N=C/c1ccccn1)c1ccco1	23%	?	?	?	0%	-5%	-2%	1%	-3%
CC(=O)c1cccc(NC(=O)C2C3CCC(C3)C2C(=O)O)c1 (centres undefined)	27%	-4%[0.457 µM]	.	-2%	0%	0%	-16%	-3%	-21%
COc1cccc(NC(=O)N(CCN(C)C)C(C)c2cccnc2)c1 (centres undefined)	15%	-1%	1%	10%	11%	-3%	-2%	-1%	-3%
Cc1c(C(=O)N2CCN(c3ccccc3)CC2)sc2nc3n(c(=O)c12)CCC3	?	-12%&-8%	19%	19%&0%	-3%&-9%	-14%	4%&1%	-1%&-2%	-10%&3%
COc1cccc(N2CCN(C(=O)C3C4C=CC5(CN(Cc6ccccc6Cl)C(=O)C35)O4)CC2)c1 (centres undefined)	?	-3%	-29%[12.7 µM]	7%	-6%	1%	5%	3%	4%

Two of the compounds above, with values under each structure:
Order of values: Pol beta inh | BAZ2B block | G9a inh | POLI inh | POLK inh | APE1 inh | POLH inh | BLM helicase inh | Apoferritin bind
CCc1ccc(-c2nn(-c3ccccc3)cc2CSC(=N)N)cc1
→ 1% | -33% | 8%[59 µM] | 5% | -8% | -6% | -5% | 1% | -7%
O=C(N/C(=C\c1ccc([N+](=O)[O-])cc1)C(=O)N1CCCCC1)c1ccccc1
→ 85% | -6% | -11%[59 µM] | 17% | -13% | -3% | -10% | -3% | -13%

The main list resumes; the 3 compounds before the break are reprinted first.
SMILES	Pol beta inh	BAZ2B block	G9a inh	POLI inh	POLK inh	APE1 inh	POLH inh	BLM helicase inh	Apoferritin bind
COc1cccc(NC(=O)N(CCN(C)C)C(C)c2cccnc2)c1 (centres undefined)	15%	-1%	1%	10%	11%	-3%	-2%	-1%	-3%
Cc1c(C(=O)N2CCN(c3ccccc3)CC2)sc2nc3n(c(=O)c12)CCC3	?	-12%&-8%	19%	19%&0%	-3%&-9%	-14%	4%&1%	-1%&-2%	-10%&3%
COc1cccc(N2CCN(C(=O)C3C4C=CC5(CN(Cc6ccccc6Cl)C(=O)C35)O4)CC2)c1 (centres undefined)	?	-3%	-29%[12.7 µM]	7%	-6%	1%	5%	3%	4%
c1ccc2oc(-c3[nH]ncc3CN3CCSCC3)cc2c1	10%	-26%	?	-21%	-6%	-1%	-15%	-1%	-9%
CCOC(=O)c1cc(-c2ccccc2)sc1NC(=O)C(C)Sc1nnnn1C (centres undefined)	4%	.	14%[59 µM]	-12%	-4%	-8%	-11%	-11%	-12%
O=C(CN1C2CCCC1CC(NC(=O)c1ccco1)C2)Nc1ccccc1 (centres undefined)	36%	-32%	-20%[0.501 µM]	10%	-3%	0%	-26%	-3%	-7%
COc1ccc(-c2noc(CSc3nnc(-c4ccncc4)n3-c3cccc(C)c3)n2)cc1OC	19%	-22%	-7%[59 µM]	33%[activator]	16%	.	-21%	1%	-8%
O=C(NCc1ccccc1)C1(c2cccc(F)c2)CCCC1	-3%	1%	33%	-7%	1%	5%	-11%	1%	-16%
Cc1cc(C)c2cc(C#N)c(N3CCCN(C(=O)c4cnccn4)CC3)nc2c1	4%	10%	36%	38%[activator]	0%	76%	-12%	-1%	1%
O=C(Nc1cccc(S(=O)(=O)N2CCCC2)c1)c1cc(S(=O)(=O)N2CCOCC2)ccc1F	.	-14%	-27%[0.501 µM]	-24%	-5%	31%[activator]	-15%	.	.
Cc1cc(C(=O)N2CCCC(C(=O)c3ccc4ccccc4c3)C2)n(C)n1 (centres undefined)	-15%	-22%	1%	44%[activator]	-3%	2%	-6%	-1%	-15%
O=C(C1CSC2(c3ccc(F)cc3)CCC(=O)N12)N1CCCCCC1 (centres undefined)	-15%	-2%	-5%[12.7 µM]	-1%	-1%	0%	3%	-2%	0%
Cc1c(N=C/C=C2\N(C)c3ccccc3C2(C)C)c(=O)n(-c2ccccc2)n1C	4%	2%	10%	3%	-2%[60.1 µM]	7%	-4%	0%	?
CCC1CCCCN1C(=O)c1ccc2c(c1)N(Cc1cccc(Cl)c1)C(=O)c1ccccc1S2(=O)=O (centres undefined)	6%	-2%	-23%[59 µM]	-2%	-6%[60.1 µM]	.	0%	-4%	-7%
O=c1cc(CSc2nnnn2-c2ccc(O)cc2)nc2sccn12	?	?	?	1%	-12%	-7%	-19%	?	-2%
COCCNC(=O)C1CCN(S(=O)(=O)c2ccccc2)CC1	5%	5%	28%[59 µM]	4%	2%[60.1 µM]	3%	-7%	-2%	-7%
CN(C)c1ccc(CNC(=O)CCCN2C(=O)CCn3nc(-c4cccn4C)cc32)cc1	6%	40µM*	?	6%	-7%[60.1 µM]	.	-5%	1%	-6%
Cc1ccc(Oc2c(F)c(F)nc(N3CCCC3)c2F)cc1	31%	82%[activator]	21%[59 µM]	24%	-1%	25%	-16%	6%	-7%
NC(=O)C1CCN(C(=O)c2cccc(CN3C(=O)c4ccccc4C3=O)c2)CC1	.	13%	1%[2.33 µM]	62%[activator]	-8%	-3%	-8%	.	.
Cc1cc(N2CCN(C)CC2)nc2ccc(NC(=O)c3cccnc3Cl)cc12	27%	-1%	?	-7%	-1%	-1%	-10%	2%	-2%
CCOC(=O)N1CCN(C(=O)c2ccc(CS(=O)(=O)c3ccc(OC)cc3)o2)CC1	11%	12%	?	-5%	-8%	10%	-11%	-3%	0%
Cc1ccc(C2(CCNCc3ccco3)CCOC(C(C)C)C2)cc1 (centres undefined)	-1%	-19%	-5%	15%	-7%	0%	3%	-7%	0%
CCOC(=O)C1CCCN(S(=O)(=O)c2cc(-c3onc(C)c3C)ccc2OC)C1 (centres undefined)	-25%	-11%	4%[59 µM]	15%	-13%	.	-21%	-1%	-9%
COc1cc(/C=N/n2cnc3c(sc4nc(C)cc(C)c43)c2=O)ccc1O	-12%	9%	0%	17%	-7%	0%	-26%	-4%	-6%
CC1CCCC(C)N1CCCNC(=O)c1nn(C)c2c1CSc1ccccc1-2 (centres undefined)	0%	-10%	1%	25%	7%	0%	8%	-2%	-2%
O=C1C(c2[nH]c3ccccc3c2O)=Nc2ccccc21	.	.	5µM*	.	-11%[19.4 µM]	4µM*	.	-20%	-1%
CC(=O)NCCNc1nc(-c2ccc(N(C)C)cc2)nc2ccccc12	.	.	.	.	-9%[60.1 µM]	4%	.	-6%	1%
CC(C)C(=O)Nc1nnc(CCc2ccccc2)s1	1%	-3%	5%	-2%	-20%	52%	-6%	-6%	-5%
CC(C)(C)C(=O)CSc1nc2ccccc2o1	4%	3%	16%	62%[activator]	-7%	2%	-4%	-2%	?
COc1cccc(C2(c3cccc(OC)c3)CC2C(=O)Nc2ccc(F)cc2)c1 (centres undefined)	?	8%	-12%[59 µM]	167%[activator]	4%	-6%	-18%	-7%	-10%
CN(C(=O)COC(=O)c1ccc2ccccc2n1)c1ccccc1	.	.	.	32%[activator]	-7%	41%	-18%	.	.
COc1ccc(/C=C(\NC(=O)/C=C/c2ccco2)C(=O)NCCc2nc3ccccc3[nH]2)cc1	-16%	50µM*	?	-16%	-4%	-12%	?	-5%	-14%
CC1CCN(S(=O)(=O)c2cccc(C(=O)Nc3ccccc3)c2)CC1	5%	-4%	-5%	57%[activator]	-8%	-1%	-1%	-9%	-11%
CC(C)c1cc(C(C)C)n2nc(N)nc2n1	19%	17%	28%	-10%	-6%	?	-14%	3%	1%
CC(=O)CCc1oc2ccc([N+](=O)[O-])cc2c1-c1ccc(C)o1	41%	?	19%[0.501 µM]	?	-6%	9%	-6%	-7%	?
CN1CCN(C2CC(=O)N(Cc3ccc(N4CCCC4=O)cc3)C2=O)CC1 (centres undefined)	25%	-2%	19%[0.0925 µM]	21%	-2%	4%	-13%	-1%	-2%
Cc1ccc(O)c(C2=Nc3ccccc3N=C(c3ccco3)C2)c1	7%	5%	22%	16%	-12%	?	-18%	1%	34%[activator]
